Screens from PubChem.
S3 lipid droplet: qHTS Assay for Lipid Storage Modulators in Drosophila S3 Cells; Potency in µM for hits, for the others lipid storage change, negative = inhibition, % at the top dose, mostly 46.1 µM; Drosophila S3 cells, BODIPY lipid droplet fluorescence, 18-24 h; cells fed with added oleic acid; AID 2685; 320,000 compounds, 0.64% hits; active = well fitted inhibition curve with a large enough effect in the signal ratio, with a control signal flat, not every such curve was filed as active; inconclusive = small, poorly fitted or top-dose-only effect, or effect the other way, or a change in a side signal; the % refers to the signal ratio
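Drosophila S3 cells got compounds at several concentrations plus oleic acid (400 uM solution). Laser-scanning cytometry with 488 nm excitation read lipid droplets at 500-530 nm and cells at 575-640 nm. Percent activity was relative to 20 uM Triacsin C.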
S3 lipid droplet cell count max: also measured in S3 lipid droplet; calls as there; cell number change, %; measured here: cell count max response;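 cells counted by Cell Tracker Red CMTPX staining in the red channel; peak over a dose series mostly up to 46.1 µM; percent activity relative to internal control wells on each plate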
* = called active by the depositor; i = inactive; ? = inconclusive; / = not tested or not shown; [ ] = dose if it differs, or a comment. % is set by controls: 0 for no effect and ±100 for the full control effect; potency is the fitted concentration of half-maximal effect.

Sample of the layout, 15 compounds:
S3 lipid droplet	S3 lipid droplet cell count max	compound
?	/	Cc1c(/C(O)=C2\C(=O)C(=O)N(CCN(C)C)C2c2ccco2)cnn1-c1ccccc1 (stereo not given)
?	/	Cc1cc(-n2nc(C)cc2C)n2ncc(-c3ccccc3)c2n1
?	/	Cc1ccc(NC(=O)CCS(=O)(=O)c2ccc3nc(C)sc3c2)cc1
?	/	COC(=O)Cc1ccc(NC(=O)c2ccccc2Cl)cc1
23%	6	CCN(CC)S(=O)(=O)c1ccc(OC)c(NC(=O)c2cn(CC)c3nc(C)ccc3c2=O)c1
6%	8	N=C1S/C(=C\c2cn[nH]c2-c2ccc(F)cc2)C(=O)N1c1ccccc1F
5%	5	O=C(Nc1ccc2c(c1)oc1ccccc12)c1ccncc1
?	/	Cc1ccc(C)c2sc(NC(=O)c3ccc(N4C(=O)CCC4=O)cc3)nc12
?	/	COc1cc(/C=C2/C(=N)N3C(SC)=NSC3=NC2=O)ccc1OC(=O)c1ccco1
-12%	3	COCc1cc(=O)[nH]c(Sc2c(-c3ccccc3)c3ccc(Cl)cc3[nH]c2=O)n1
?	/	CCN(CC)CCN1C(=O)C(=O)/C(=C(/O)c2ccc(S(=O)(=O)N3CCOCC3)cc2)C1c1ccc(C)cc1 (stereo not given)
?	/	Cc1nn(C)cc1/C=N/NC(=O)CSc1ccccn1
-4%	1	O=C1CNC(=S)N1c1nc2ccccc2s1
?	/	O=C1CC2(CCCCC2)Oc2ccc(O)cc21
20%	14	CN(C(=O)c1cccc(OC2CCN(S(=O)(=O)N(C)C)CC2)c1)C1CCOC1 (stereo not given)

All compounds of this part, previewed entries included:
S3 lipid droplet	S3 lipid droplet cell count max	compound
?	/	Cc1c(/C(O)=C2\C(=O)C(=O)N(CCN(C)C)C2c2ccco2)cnn1-c1ccccc1 (stereo not given)
?	/	Cc1cc(-n2nc(C)cc2C)n2ncc(-c3ccccc3)c2n1
?	/	Cc1ccc(NC(=O)CCS(=O)(=O)c2ccc3nc(C)sc3c2)cc1
?	/	COC(=O)Cc1ccc(NC(=O)c2ccccc2Cl)cc1
23%	6	CCN(CC)S(=O)(=O)c1ccc(OC)c(NC(=O)c2cn(CC)c3nc(C)ccc3c2=O)c1
6%	8	N=C1S/C(=C\c2cn[nH]c2-c2ccc(F)cc2)C(=O)N1c1ccccc1F
5%	5	O=C(Nc1ccc2c(c1)oc1ccccc12)c1ccncc1
?	/	Cc1ccc(C)c2sc(NC(=O)c3ccc(N4C(=O)CCC4=O)cc3)nc12
?	/	COc1cc(/C=C2/C(=N)N3C(SC)=NSC3=NC2=O)ccc1OC(=O)c1ccco1
-12%	3	COCc1cc(=O)[nH]c(Sc2c(-c3ccccc3)c3ccc(Cl)cc3[nH]c2=O)n1
?	/	CCN(CC)CCN1C(=O)C(=O)/C(=C(/O)c2ccc(S(=O)(=O)N3CCOCC3)cc2)C1c1ccc(C)cc1 (stereo not given)
?	/	Cc1nn(C)cc1/C=N/NC(=O)CSc1ccccn1
-4%	1	O=C1CNC(=S)N1c1nc2ccccc2s1
?	/	O=C1CC2(CCCCC2)Oc2ccc(O)cc21
20%	14	CN(C(=O)c1cccc(OC2CCN(S(=O)(=O)N(C)C)CC2)c1)C1CCOC1 (stereo not given)
?	/	Cc1ccc(OC(=O)c2ccc(C)c([N+](=O)[O-])c2)cn1
-17%	-8	COc1cccc(CC2(CO)CCCN(Cc3ccc(-c4ccco4)cc3)C2)c1 (stereo not given)
7%	4	CCOc1ccc(C(=O)C(CN2CCOCC2)c2ccccc2)cc1 (stereo not given)
?	/	COc1ccc(CCN(C)C(=O)Cc2ccc(-c3ccccc3)cc2)cc1OC
-12%	2	COc1ccc2nc(/N=C\N(C)C)sc2c1
?	/	CCCCNc1ccc(S(N)(=O)=O)cc1[N+](=O)[O-]
0%	-5	CN(C)/C=C/C=C1C(=O)CCCC1=O
?	/	CCOc1ccc(/C=N/NC(=O)c2ccccc2O)cc1CN1CC2CC(C1)c1cccc(=O)n1C2 (stereo not given)
?	/	Cc1ccc2oc(=O)c3cnn(CC(=O)N4CCN(c5ccccn5)CC4)c3c2c1
?	/	CCN(CC)CCNC(=O)c1ccc(NC(=O)c2c(C)nn(-c3ccc(F)cc3)c2Cl)cc1
-6%	/	O=C(CSc1nncn1-c1cccnc1)Nc1cccc([N+](=O)[O-])c1
i	/	O=C(C1=C(O)C(=O)N(CCc2ccccc2)C1c1cccs1)c1ccco1 (stereo not given)
13%	5	Cc1c(C)c(C)c(S(=O)(=O)N2CCC3(CC2)OCCO3)c(C)c1C
-12%	-14	Cc1ccc(C23CC4CC(CC(C(=O)OCC(=O)NC5CCS(=O)(=O)C5)(C4)C2)C3)cc1 (stereo not given)
-12%	1	CCOC(=O)c1sc(NC(=O)c2cc(-c3ccc(C)cc3)nc3ccccc23)c(C#N)c1C
i	/	CCCCCCc1cc2cc(C(=O)Nc3cccc(OC)c3)c(=O)oc2cc1O
7%	12	C/C(=N\NC(=S)Nc1ccccc1C)C1Cc2ccccc2C(=O)O1 (stereo not given)
?	/	O=C1[C@@H]2Cc3c([nH]c4ccccc34)CN2C(=O)CN1CCCO
?	/	O=C1Nc2ccc(Br)cc2C1=Nc1ccc(-c2nnc3n2CCCCC3)cc1
-24%	10	Cc1ccc(S(=O)(=O)NCCc2ccncc2)cc1[N+](=O)[O-]
?	/	COCCn1nnnc1C(c1cc(OC)ccc1OC)N1CCc2ccccc2C1 (stereo not given)
?	/	CC(=O)c1c(C)oc2ccc(NS(=O)(=O)c3ccccc3)cc12
i	/	CC(C)Oc1ccc(S(=O)(=O)N2CCCCC2)cc1NC(=O)C1CSC2(C)CCC(=O)N12 (stereo not given)
?	/	CCOc1ccc(NC(=O)c2sc3nc4n(c(=O)c3c2C)CCC4)cc1
19%	16	O=C(Oc1cccc(-n2cnnn2)c1)c1sc2ccccc2c1Cl
?	/	Cc1ccc(S(=O)(=O)Oc2ccc(/C=C(/NC(=O)c3ccccc3)C(=O)O)cc2)cc1
?	/	CCNc1nc(NCC)n2c(SCc3ccc(F)cc3)nnc2n1
2%	5	COc1ccccc1CN(C)c1nnnn1-c1ccccc1
i	-13	CC(=O)c1ccc(NC(=O)CSc2nnc(-c3ccco3)o2)cc1
?	/	CCC(C)[C@H](NC(=O)N1CCC(C)CC1)C(=O)O (stereo not given in full)
?	/	COC(=O)/C=C1/SC(=Nc2ccc(C)cc2C)NC1=O
?	/	O=C(NC1CCN(c2ncccn2)CC1)c1cccc(F)c1
-4%	5	C=CCc1c(C)nc(N2CCSCC2)[nH]c1=O
i	/	COC(=O)/C(=C/c1c[nH]c2ccccc12)[N+](=O)[O-]
?	/	CN1CCC(NC(=O)c2cccc(Oc3ccccc3)c2)CC1
?	/	CCCn1c(C(O)c2cc(OC)c(OC)c(OC)c2)nc2ccccc21 (stereo not given)
?	/	Cc1ccc(CSc2nnc(-c3cccc(S(=O)(=O)N4CCOCC4)c3)n2CC(C)C)cc1
-11%[9.22 µM]	-14	Cc1ccc(SCC(=O)c2c(C)nc3cc(C)ccn23)cc1
11%	1	COc1ccc(-c2cc(CNC(C)=O)on2)cc1
17%	-15	CCS(=O)(=O)c1nc(S(=O)(=O)c2ccc(C)cc2)c(NCCCN2CCCC2=O)s1
-3%	0	COCCCNC(=O)CN(CCc1ccccc1)S(=O)(=O)c1ccc(C)cc1
17%	0	CCn1ncc(CN2CCN(Cc3cccc(OC)c3)C(CCO)C2)c1C (stereo not given)
?	/	Cc1cccc(OCC(=O)NCC(=O)N/N=C/c2ccccc2)c1
?	/	CCC(CO)NC(=O)c1cccc(S(=O)(=O)N2c3ccccc3CC2C)c1 (stereo not given)
i	/	Cc1cc(S(=O)(=O)N2CCCC2)ccc1OCC(=O)N1CCCCC1

Continuation.
S3 lipid droplet	S3 lipid droplet cell count max	compound
?	/	C/C(=N/NC(=O)c1ccc2c(c1)OCO2)c1cccc(NC(=O)C(C)(C)C)c1
?	/	Cc1ccc(-c2nn(-c3ccccc3)cc2C(=O)NCCCN2CCOCC2)cc1
i	5	COc1cc(NC(=O)NCC2CCN(Cc3ccc(C)cc3)CC2)cc(OC)c1OC
6%	9	O=C(CNC(=S)N(Cc1ccccc1)Cc1ccccc1F)NCCc1ccc(Cl)cc1
i	-19	CC(=O)c1cccc(NC(=O)CCN2C(=O)C3C4CCC(C4)C3C2=O)c1 (stereo not given)
?	/	CC(C)(C)OC(=O)NCCCC[C@@H](C(=O)NCCCCCCCCCCC(=O)N1CCN(C(=O)OC(C)(C)C)CC1)n1cc(CCO)nn1
?	/	Cc1ccccc1-c1nc(CS(=O)CC(=O)NCc2ccccn2)c(C)o1 (stereo not given)
?	/	Clc1ccccc1Cn1nnc2c(NCC3CC3)ncnc21
?	/	Cn1c(SCc2cccc(Br)c2)nc2ccccc2c1=O
?	/	COc1ccccc1Nc1nc(-c2sc(NC(=O)c3ccccc3)nc2C)cs1
16%[9.22 µM]	0	COCCCNC(=O)C(=O)NC1CCCCC1C (stereo not given)
?	/	O=C(Nc1ncccc1O)c1ccc(Cl)c(S(=O)(=O)N2CCCCC2)c1
?	/	O=[N+]([O-])c1ccccc1S(=O)(=O)Oc1ccc(C(=S)N2CCOCC2)cc1
?	/	O=P1(Nn2cnnc2)C=C(c2ccccc2)OC(c2ccccc2)=C1
?	/	CCCN(CCC)S(=O)(=O)c1ccc(C(=O)O)cc1
?	/	Cc1cc(NS(=O)(=O)c2ccc(NC(=O)CSc3nc4ncc(Cl)cc4[nH]3)cc2)nc(C)n1
?	/	CCCn1nnnc1NCc1ccccc1OCC
?	/	CCOC(Cn1c(SCC(=O)Nc2cc(C)on2)nc2ccccc2c1=O)OCC
?	/	O=C(NCc1ccc(F)cc1)c1ccc(S(=O)(=O)N2CCCCC2)cc1
?	/	COc1ccc(N2C(=O)CC(NCc3cccc(F)c3)C2=O)cc1 (stereo not given)
?	/	Cc1cc(C(=O)Nc2cccc(C)c2C)n(-c2ccccc2)n1
?	/	O=C(CN1C(=O)C2CC=CCC2C1=O)Nc1nc2ccccc2[nH]1 (stereo not given)
2%	-22	Clc1ccc(C2=Nn3c(nnc3-c3cccnc3)SC2)s1
-7%	-4	O=S(=O)(Cc1ccccc1Cl)NCc1ccccc1
-3%	/	O=C1C(=O)N(C2CCCC2)C(=O)N1Cc1c(F)cccc1Cl
?	/	Cc1ccc(C(=O)NC(=S)NNC(=O)COc2ccccc2C)cc1
?	/	COC(=O)C1=C(N)c2c(F)cccc2C1(C#N)c1ccc(F)cc1 (stereo not given)
?	/	CCOc1ccccc1NC(=O)CCn1nc(C)c(S(=O)(=O)N2CCCCC2)c1C
-1%	1	COc1cc(C2N(c3cc(C)on3)C(=O)C3CCCN32)cc(OC)c1OC (stereo not given)
?	/	CCc1ccc2c(COC(=O)c3n[nH]c4ccccc34)cc(=O)oc2c1
?	/	O=C(O)CCN1C(=O)/C(=C\c2cccc(OCc3ccccc3)c2)SC1=S
2%	9	Cc1cc(=O)n2c(n1)SCOC2
i	-25	CCc1ccc(NC(=O)CN2C(=O)COc3ccc(S(=O)(=O)N4CCCC4)cc32)cc1
0%	-2	CCc1ccc(S(=O)(=O)NCCc2cn3cccc(C)c3n2)s1
?	/	Cc1ccc2nc(SC(C)C(=O)N3CC(C)OC(C)C3)[nH]c2c1 (stereo not given)
?	/	Cc1ccc(O)c(CNc2cccc3cccnc23)c1
?	/	Cc1ccc(CNC(=O)c2cc(C)nn2-c2ccccc2)cc1
?	/	Fc1ccccc1CCNc1nnnn1-c1ccccc1
?	/	Cc1nc2cc(C(F)(F)F)ccc2n1CCNc1nc(-c2ccc([N+](=O)[O-])c(Cl)c2)cs1
2%	-13	COC(=O)c1ccc(NC(=O)CCS(=O)(=O)c2ccc(Br)cc2)cc1
?	/	CC(C(=O)NCC1CCCO1)n1cccc1C(=O)c1ccccc1 (stereo not given)
-9%	8	COC(=O)Cc1[nH]nc2c1C1(CCSCC1)C(C#N)=C(N)O2
?	/	CC(=O)Nc1ccc(S(=O)(=O)N(C)CC(=O)NC2=NCCS2)cc1
17%	-5	CCCCN1C(=O)/C(=C2/C=CC=CN2C)SC1=S
8%	/	Cc1ccc(/C=C/S(=O)(=O)NCC(=O)OCC(=O)Nc2ccc(C(N)=O)cc2)cc1
?	/	COc1cc(OC)cc(-c2cc3nc(C)c(CCC(=O)O)c(C)n3n2)c1
?	/	CC(OC(=O)CNC(=O)c1ccc2c(c1)OCO2)C(=O)NCCC1=CCCCC1 (stereo not given)
?	/	Cc1nnc(SCc2ccccc2C#N)n1-c1ccccc1
?	/	COc1cc(OC)cc(C(=O)N2CCN(Cc3ccc4c(c3)OCO4)CC2)c1
?	/	CCCCC(=O)Nc1ncc2c(n1)CC(C)(C)CC2=O
?	/	Cc1nc2cccc(C)n2c(=O)c1Cl
?	/	CCOC(=O)CSc1ncc(-c2cccc(Cl)c2)cn1
-4%	-9	CC(C)CN(C(=O)c1ccco1)C1CCS(=O)(=O)C1 (stereo not given)
0%	5	CC(C)(C)c1ccc(C(=O)NC2CCN(Cc3ccccc3)CC2)cc1
11%	14	Cc1ccc(S(=O)(=O)NCCC(=O)NC(C)CCc2ccccc2)cc1 (stereo not given)
?	/	Cc1nn(-c2ccccc2)c(NC(=O)c2ccccc2)c1Br
?	/	Cn1cccc1C(=O)OCC(=O)Nc1ccc2c(c1)OCO2
?	/	COC(=O)NCC1(C)CC(NC(=O)OC)CC(C)(C)C1 (stereo not given)

A portion of the library; rates above refer to the full screens.
